# Bioassay records deposited in PubChem BioAssay by National Center for Advancing Translational Sciences (NCATS).
# EPAC1 ag: qHTS for Agonist of cAMP-regulated guanine nucleotide exchange factor 3 (EPAC1): primary screen; Rap guanine nucleotide exchange factor 3 (Homo sapiens), O95398; EPAC1 agonist qHTS, biochemical assay; response scale: 100% = response to 6.5 mM cAMP; Potency, µM (doses to about 154 µM), for the others: top-dose activation, most hits filed as activators; 0.073% of 360,000 active; AID 720707, 2013; note: potency is the fitted concentration of half-maximal effect; nearly all actives have a fitted effect of over 60% in size
#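 Read-out is the fluorescence drop as BODIPY-GDP leaves Rap1B (480 nm excitation, 540 nm emission), recorded every 5 minutes over 30 minutes. Reactions held 100 nM EPAC1, 250 nM Rap1B–BODIPY-GDP and 50 uM GDP, with 6.5 mM cAMP setting full activation.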
# EPAC1 antag: qHTS for Antagonist of cAMP-regulated guanine nucleotide exchange factor 3 (EPAC1): primary screen; Potency, µM (titrated, usually from 115 µM), without a hit: at the highest dose activity change, negative = inhibition, hits mostly inhibitors; EPAC1 GEF assay, Rap1b-BODIPY-GDP exchange fluorescence; AID 720709, 2013; 0.14% of 360,000 active;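 note: potency is the fitted concentration of half-maximal effect; plate controls were vehicle for no effect and positive control for full effect; nearly all actives have a fitted effect of over 50% in size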
# IL2 activator: qHTS of IL-2 Activators | IL-2 activation reporter assay, cell-based qHTS; stimulated with anti-CD3/CD4/CD28 beads; in transgenic mouse T cells | activation, % (series mostly up to about 46 µM) | 0.065% of 360,000 active | AID 652025, 2013; in the data active = activation above about 50%; inconclusive = mostly about 30% to 49%; note: 0% is about no effect
#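 Readout is EGFP and DsRed signal by fluorescent plate cytometry after 18 h at 37 degrees C. Transgenic mouse T cells (750/well) received compound for 60 min before bead stimulation (anti-CD3, anti-CD4, anti-CD28); memory T cells served as non-tolerant control.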
# PLK1 PBD inh: qHTS for Inhibitors of PLK1-PDB (polo-like kinase 1 - polo-box domain): Primary Screen; Serine/threonine-protein kinase PLK1 (Homo sapiens), P53350; Plk1 PBD binding of FITC phosphopeptide, fluorescence polarization; Potency, µM, without a hit: max response, negative = inhibition, hits mostly inhibitors; 2.8% of 360,000 active; note: potency is the fitted concentration of half-maximal effect; series mostly up to about 57 µM; % is set by controls: 0 for no effect and ±100 for the full control effect; nearly all actives have a fitted effect of over 65% in size
# Target sequence (P53350 whole entry, looked up, the tested form may be a part): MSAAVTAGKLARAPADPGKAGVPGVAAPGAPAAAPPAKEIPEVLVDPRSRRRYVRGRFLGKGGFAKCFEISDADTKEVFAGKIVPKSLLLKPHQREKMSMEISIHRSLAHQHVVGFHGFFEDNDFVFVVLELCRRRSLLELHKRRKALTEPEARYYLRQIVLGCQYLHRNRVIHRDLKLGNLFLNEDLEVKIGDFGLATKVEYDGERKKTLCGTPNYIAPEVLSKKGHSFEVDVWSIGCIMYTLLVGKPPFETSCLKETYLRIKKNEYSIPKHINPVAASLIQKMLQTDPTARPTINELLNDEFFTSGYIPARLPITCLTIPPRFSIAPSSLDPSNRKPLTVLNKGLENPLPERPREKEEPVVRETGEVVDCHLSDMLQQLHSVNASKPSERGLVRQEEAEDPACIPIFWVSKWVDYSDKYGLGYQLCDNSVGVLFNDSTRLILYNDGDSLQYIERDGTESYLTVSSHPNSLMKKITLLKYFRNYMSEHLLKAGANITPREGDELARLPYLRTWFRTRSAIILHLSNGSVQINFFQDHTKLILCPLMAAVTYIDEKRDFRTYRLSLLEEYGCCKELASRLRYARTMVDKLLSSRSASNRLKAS
# GLP-1R inv ag: qHTS of GLP-1 Receptor Inverse Agonists (Inhibition Mode); Potency, µM (series often up to 38.3 µM), for inactives: at the top dose activity change, negative = inhibition, most hits filed as inhibitors; HEK293 GLP-1R CRE-luciferase, luminescence, 24 h; GLP-1R form is constitutively active; 1.6% of 410,000 active; Glucagon-like peptide 1 receptor (Homo sapiens), P43220; AID 624417, 2012; note: potency is the fitted concentration of half-maximal effect; % is set by controls: 0 for no effect and ±100 for the full control effect; nearly all actives have a fitted effect of over 55% in size
# Target sequence (P43220 whole entry, looked up): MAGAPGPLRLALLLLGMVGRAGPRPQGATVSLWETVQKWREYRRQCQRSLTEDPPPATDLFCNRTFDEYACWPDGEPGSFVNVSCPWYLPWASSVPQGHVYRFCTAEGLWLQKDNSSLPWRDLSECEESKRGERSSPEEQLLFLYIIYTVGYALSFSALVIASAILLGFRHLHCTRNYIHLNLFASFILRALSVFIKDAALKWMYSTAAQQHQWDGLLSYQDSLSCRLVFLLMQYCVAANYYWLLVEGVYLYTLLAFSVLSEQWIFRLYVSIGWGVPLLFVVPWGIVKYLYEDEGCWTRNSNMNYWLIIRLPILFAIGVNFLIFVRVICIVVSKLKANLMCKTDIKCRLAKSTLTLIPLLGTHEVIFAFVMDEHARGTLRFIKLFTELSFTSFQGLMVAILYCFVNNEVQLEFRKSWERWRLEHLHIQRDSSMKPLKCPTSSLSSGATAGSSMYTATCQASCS
#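 HEK293 cells stably co-expressing a cAMP-responsive luciferase reporter and constitutively active GLP-1R were seeded, incubated 12 h, then exposed to compounds for 24 h at 37 C. Luminescence was read 12 min after detection reagent; inverse agonists lower signal.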
# PI5P4Ka inh: qHTS for Inhibitors of phosphatidylinositol 5-phosphate 4-kinase (PI5P4K); PI5P4Kalpha enzyme, ADP-Glo luminescence, 60 min; hits give low values; max response, %; 1.2% of 330,000 active; active = max response of -50% or lower; inconclusive = between -30% and -50%; inactive = -30% or higher; note: value at the top dose of about 77 µM; % is set by controls: 0 for no effect and ±100 for the full control effect
#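 Reactions run in 0.038 M HEPES pH 7.4, 0.28 mM EGTA, 0.1% CHAPS and 5% DMSO, with PI5P4Kalpha, substrate, compound and 5 microM ATP final, one hour at room temperature. Readout is ADP-Glo luminescence.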
# HEK293 tox: qHTS of GLP-1 Receptor Inverse Agonists: Cytotox Screen; 0.13% of 410,000 active; HEK293 cAMP-luciferase reporter cells, luminescence, 24 h; Potency, µM (series often up to 38.3 µM), inactives show top-dose activity change, negative = inhibition, hits mostly inhibitors;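 note: loss of luciferase light is scored as toxicity; potency is the fitted concentration of half-maximal effect; % is set by controls: 0 for no effect and ±100 for the full control effect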
#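 Compound-treated cells are incubated 24 hr at 37 deg C under 5% CO2 after a 12 hour attachment period, then luciferase detection reagent is added and luminescence is measured following 12 min at room temperature; lowered signal indicates toxicity.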
# PTHR1 agonist: qHTS for PTHR1 Agonists: Primary Screen. Parathyroid hormone/parathyroid hormone-related peptide receptor (Homo sapiens), Q03431. HEK293 GP2 PTHR1 cells, GloSensor cAMP luminescence, 1 h. Potency, µM (series often up to 115 µM), without a hit: at the highest dose activation, actives largely listed as activators. 0.075% of 410,000 active; note: potency is the fitted concentration of half-maximal effect; nearly all actives have a fitted effect of over 55% in size; some results filed as inactive show a strong effect at the top dose; inactives centre near -15; many of its hits are not listed in these tables
#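 HEK-293-derived GP2 cells expressing PTHR1 and a GloSensor cAMP reporter, 3,000/well, plated overnight, given luciferin plus IBMX (each 0.5 mM as added) for 1 h at 37 °C, then compound for 1 h at 37 °C. Luminescence was read after 15 min at room temperature.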
# GLP1R ag: qHTS of GLP-1 Receptor Agonists; Glucagon-like peptide 1 receptor (Homo sapiens), P43220; HEK293 GLP-1R CRE-luciferase, luminescence, 4-6 h; cells express a hypersensitive GLP-1R form; Potency, µM (series often up to 45.6 µM), inactives show top-dose activation, actives largely listed as activators; 0.007% of 380,000 active; AID 624172, 2012; note: potency is the fitted concentration of half-maximal effect; % of control where 0% means no effect
# Active calls of the source: *; i = inactive; ? = inconclusive; / = no result given; & = joins results of further samples; [ ] = another dose, or the depositor's remark. Unless noted, calls come from the whole dose curve; as a rule, active = well fitted curve in the direction sought with a large enough effect; inconclusive = small, poorly fitted or top-dose-only effect, or another doubt; inactive = no such curve, though single readings can be large; an effect the other way counts as inactive or inconclusive. Only part of the results is shown. The share of hits here may be higher or lower than overall.
SMILES,EPAC1 ag,EPAC1 antag,IL2 activator,PLK1 PBD inh,GLP-1R inv ag,PI5P4Ka inh,HEK293 tox,PTHR1 agonist,GLP1R ag
Cc1ccc[n+](C(C)C(=O)Nc2ccc(C)c([N+](=O)[O-])c2)c1 (stereo not drawn),16%,-12%,3.6,0%,0%,-2,0%,-20%,-12%
CSc1cccc(NC(=O)Cn2cnc(S(=O)(=O)N3CCCC3)c2)c1,15%,-17%,0.2,-5%,-1%&-6%,-1,14%&3%,-44%&-7%,-7%
CC(C)N1CCN(C(=O)c2cccc(Cl)c2)CC1,-2%,-14%,-1.6,4%,1%,-1,-2%,i,-3%
COc1ccc(-c2ncncc2-c2ccc(Cl)cc2)c(O)c1,11%,5%,-0.2,-3%,?,-3,28%,-10%,5%
COCCn1c(C(C)C)nc2ccccc21,20%,5%,0.0,-1%,-5%,4,3%,i,1%
CCOC(=O)Cn1c(CN2CCN(C(c3ccccc3)c3ccccc3)CC2)nc2c1c(=O)n(C)c(=O)n2C,-14%,-14%,-1.5,-1%,?,5,-15%,-2%,-2%
CCCn1nnc(NC(=O)Cc2ccccc2)n1,-2%,-27%,0.3,-6%,4%,1,4%,i,10%
COc1ccc(C(=O)ON=C(C)c2nccs2)cc1,-31%[inhibitor],?,1.1,-11%,20%,?,-7%,-90%[inhibitor],-3%
CCN1C/C(=C/c2sccc2C)c2nc3ccccc3c(C(=O)O)c2C1,-5%,21%,0.5,-11%,-4%,-15,-5%,2%,-3%
Cc1cc(C)nc(SCC(=O)N/N=C\C(Br)=C\c2ccccc2)n1,-7%,30%,-2.3,-7%,9%,-10,4%,-24%,1%
O=C(CCS(=O)(=O)c1ccccc1)NNC(=O)COc1ccc(F)cc1,5%,6%,-0.2,5%,-12%,-1,0%,i,0%
CCOC(=O)C1CCN(C(=O)c2sccc2Cl)CC1,4%,3%,0.0,5%,?,-5,-21%,i,1%
CC1CCC(NC(=O)c2cccc(S(=O)(=O)N3CCN(c4ccc(F)cc4)CC3)c2)CC1 (stereo not drawn),-3%,-10%,-0.1,1%,-7%,1,1%,-23%,-7%
CC(C)=CC(=O)N1CCCC(N2CCN(c3ccc(F)cc3)CC2)C1 (stereo not drawn),13%,2%,1.8,-3%,0%,4,-16%,i,1%
COc1cc(-c2ccc3oc(-c4ccsc4)cc(=O)c3c2)cc(OC)c1OC,0%,-17%,0.2,0%,?,0,-12%,-8%,-4%
CC(=O)OCC(=O)[C@H]1CC[C@H]2[C@@H]3CC=C4C[C@@H](O)CC[C@]4(C)[C@H]3CC[C@]12C,-7%,0%,1.7,-3%,4%,1,-2%,i,-2%
CNC(=S)N/N=C/c1c(C)nn(-c2cccc(Cl)c2)c1Cl,8%,13%,-2.9,?,?,1,?,-11%,0%
O=C(Cc1ccc(Br)cc1)OCC(=O)N1CCOCC1,3%,10%,0.6,-10%,5%,1,12%,-11%,-8%
COc1cc(Cl)ccc1OCc1cc(C(=O)N2CCC(N(C)C)C2)no1 (stereo not drawn),-6%,4%,-3.0,-15%,?,4,-8%,-10%,2%
CC(C)(CO)NCc1cccs1,-10%,-6%,-0.1,-7%,8%,1,13%,i,-4%
CCO[C@H]1OC(C(=O)N2CCN(C)CC2)=C[C@@H](c2csc3ccccc23)[C@@H]1CCCO,-5%,-16%,-0.4,7%,2%,6,-3%,23%,-6%
COC(=O)C1=C(C)N(Cc2ccccc2)C(=O)N[C@H]1CCc1ccccc1,4%,-3%,1.3,-4%,12%,0,17%,i,8%
Cc1ccccc1-c1nnn(CC(=O)N2CCN(C(=O)c3ccco3)CC2)n1,-2%,14%,-4.6,-3%,-23%,-12,1%,i,1%
CCOc1cc(CNCCCN2CCOCC2)ccc1OCC(=O)NC(C)(C)C,-5%,16%,0.3,3%,-15%,3,-11%,i,6%
C=CCn1c(SCC(=O)NCC2CCCO2)nc2sc(C)c(C)c2c1=O (stereo not drawn),-5%,12%,-0.9,3%,1%,18,4%,-4%,1%

# Single records (already shown). Values in the order: EPAC1 ag	EPAC1 antag	IL2 activator	PLK1 PBD inh	GLP-1R inv ag	PI5P4Ka inh	HEK293 tox	PTHR1 agonist	GLP1R ag
# COc1ccc(C(=O)ON=C(C)c2nccs2)cc1 is listed with -31%[inhibitor]	?	1.1	-11%	20%	?	-7%	-90%[inhibitor]	-3%
# COc1cc(-c2ccc3oc(-c4ccsc4)cc(=O)c3c2)cc(OC)c1OC is listed with 0%	-17%	0.2	0%	?	0	-12%	-8%	-4%
# CCOC(=O)C1CCN(C(=O)c2sccc2Cl)CC1 is listed with 4%	3%	0.0	5%	?	-5	-21%	i	1%
# CC(C)=CC(=O)N1CCCC(N2CCN(c3ccc(F)cc3)CC2)C1 (stereo not drawn) is listed with 13%	2%	1.8	-3%	0%	4	-16%	i	1%

# (next part)
SMILES,EPAC1 ag,EPAC1 antag,IL2 activator,PLK1 PBD inh,GLP-1R inv ag,PI5P4Ka inh,HEK293 tox,PTHR1 agonist,GLP1R ag
Cc1cc(=O)[nH]c(SCC(=O)N2CCC(C(N)=O)CC2)n1,6%,9%,-1.4,-8%,5%,/,6%,i,-11%
CCOC(=O)c1cc(-c2ccc(N3CCOCC3)cc2)nn1-c1ccc(F)cc1F,11%,-5%,-3.4,-3%,?,2,-3%,i,1%
Cc1ccc2[nH]c3ccccc3c(=O)c2c1,-6%,-23%,-1.0,-3%,120%[activator],5,289%[activator],-17%,11%
COCCNC(=O)C(c1ccc(Cl)cc1)N(C(=O)Cn1nnc2ccccc21)c1cccnc1 (stereo not drawn),1%,24%,9.5,-6%,-6%,-9,15%,i,1%
COCCNc1nc(Oc2cncc(Cl)c2)c2sccc2n1,1%,-15%,-0.5,-3%,-8%,1,6%,-10%,4%
O=C1C=C(c2ccccc2C(F)(F)F)C[C@@H](c2ccc3c(c2)OCO3)C1,11%,-12%,-0.5,-10%,?,7,-25%,-17%,6%
Nc1nc2ccccc2n1CCOc1ccc(F)cc1,-8%,-7%,-1.3,3%,?,0,5%,-14%,12%
CCOC(=O)N1CCN(C(=O)CN(Cc2ccc(Cl)cc2)S(=O)(=O)c2ccc(C)cc2)CC1,8%,-4%,-0.7,1%,0%,/,-13%,i,0%
COc1ccc(Cn2c(=O)[nH]c3cc(C(=O)NCCCN4CCCCC4)ccc3c2=O)cc1,-8%,12%,-0.2,-3%,?,-8,1%,i,6%
COCc1ccc(CN2CCC(n3nccc3NC(=O)c3ccc4c(c3)OCO4)CC2)o1,0%,0%,-2.6,-8%,-4%,0,-5%,i,-1%
CC1(C)NC(=O)N(CC(=O)Nc2ccc(-n3cnnn3)cc2)C1=O,1%,0%,-0.1,-17%,19%,-2,5%,-14%,13%
CCOc1ccccc1NC(=O)NC1Cc2ccccc2C1,7%,-28%,-0.1,-3%,14%,1,-1%,i,3%
Cc1cc(C(=O)Nc2ccccc2C(=O)O)ccc1NC(=O)COc1cccc([N+](=O)[O-])c1,0%,?,0.3,-7%,7%,-9,-7%,-1%,10%
CC(C)(C)c1csc(NC(=O)c2cccs2)n1,4%,-2%,-2.9,?,?,-9,-2%,-34%[inhibitor],10%
CSc1ccccc1NC(=O)CN(C)C(C)C(=O)NC(=O)NC1CCCCC1 (stereo not drawn),4%,-15%,-4.1,-15%,?,-1,?,-1%,14%
Fc1ccccc1N1CCN(c2ncnc3[nH]ncc23)CC1,8%,-11%,-0.5,-18%,9%,-13,-6%,29%,2%
COc1ccccc1Cc1c(-c2ccc(Cl)cc2)nc2c(Cl)cc(C(F)(F)F)cn12,4%,-11%,-0.1,-8%,12%,0,3%,-23%,-2%
O=C(c1ccc(F)cc1)N1C2CCC1CC(O)(c1ccc(F)cc1)C2 (stereo not drawn),2%,0%,0.1,-7%,9%,1,-14%,-12%,-1%
CN(C)C(CNC(=O)CSC(=S)N1CCCC1)c1ccccc1 (stereo not drawn),-12%,5%,-2.5,2%,0%,-4,-3%,i,0%
C#CCOCCOCCOCCNc1nc(N2CCN(C(=O)[C@H]([C@@H](C)O)n3cc(CCCCN)nn3)CC2)nc(N2CCN(C(=O)[C@H](C)n3cc(CCCN=C(N)N)nn3)CC2)n1,0%,3%,-3.6,-10%,-5%,-2,-4%,-19%,-3%
Cc1ccc(C(=O)N2CCCC2)c(F)c1F,2%,-8%,-0.6,21µM*,0%,/,9%,i,1%
CCC(=O)Nc1cccc(NC(=O)c2ccc3c(c2)OCCO3)c1,-3%,-2%,1.2,-5%,-1%,/,?,-11%,-5%
CN(C)S(=O)(=O)c1ccc(Cl)c(C(=O)Nc2ccc(S(=O)(=O)N3CCOCC3)cc2)c1,6%,10%,-0.6,4%,-9%,0,-12%,-8%,8%
CCNC(=S)NS(=O)(=O)c1ccc(Cl)cc1,-4%,1%,0.7,?,0%,-11,-7%,0%[57.5 µM],-9%
CNC(=S)SCCOc1ccccc1C,13%,-21%,-4.6,?,1%,26,9%,-13%,13%
Cc1ccc(NC(=O)CN(C)CC(=O)Nc2ccc(F)c(Cl)c2)cc1,3%,-3%,-0.4,0%,?,20,-12%,-28%,7%
OC1(c2ccccc2F)CCN(Cc2nnc(-c3ccccc3)o2)CC1,7%,-2%,0.5,-13%,8%,-13,15%,i,1%
Cc1onc(-c2c(Cl)cccc2Cl)c1C(=O)c1ccccc1,9%,4%,-3.1,3%,?,2,0%,-1%,11%
